Lipid droplet = modulators of hepatic lipid droplet formation; AML12 mouse hepatocytes, oleate lipid droplets, BODIPY imaging; inhibition, % at 6.5 µM; actives 0.4% (n = 240,000); AID 1656;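 active = lipid droplet intensity inhibited by at least 50%, with more than 500 cells counted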
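System: AML12 hepatocytes (mouse). Probe or stimulus: oleic acid at 100 µM to induce lipid droplet formation. Times: overnight treatment with compound plus oleate. Detection: Image-based BODIPY and DAPI two-channel analysis. Evaluation: percent inhibition of filter-corrected integrated lipid droplet intensity per well.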
HIV peptide binding = inhibitors of HIV fusion peptide binding, primary screen, biochemical, uHTS, fluorescence dequenching (AID 1986); cell-free peptide binding, fluorescence dequenching, 30 min; higher % means a stronger effect; inhibition, % at 20 µM, or IC50 in µM where a hit was titrated; actives 0.3% (n = 290,000); in the data active = inhibition mostly above about 52%, no sharp cut-off; inactive = mostly below about 76%; note: some results filed as inactive read as strong as hits
AID2073 = disruptors of CaV2.2 binding to Mint1 – biochemical, HTRF (AID 2073). HTRF protein-protein interaction, Mint1-CaV2.2; higher % means a stronger effect. one-dose inhibition, % at 20 µM; IC50 in µM for titrated hits. actives 0.19% (n = 290,000); in the data active = inhibition mostly above about 51%, no sharp cut-off; note: some results filed as inactive read as strong as hits
LYP inhibition = inhibitors of LYP phosphatase, biochemical, fluorescence intensity, uHTS (AID 1779). recombinant LYP phosphatase, fluorescence intensity; higher % means a stronger effect. one-dose inhibition, % at 11.5 µM; IC50 in µM for titrated hits. actives 0.054% (n = 290,000);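 note: plate controls were vehicle with enzyme for no effect and no enzyme for full effect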
NOD2 inhibition = NOD2 signaling inhibitors, cell-based, luminescence, uHTS, HEK293 (AID 1566). HEK293 NOD2/NF-kB luciferase reporter, luminescence; higher % means a stronger effect. inhibition, % at 4 µM; hits with a dose series show EC50 in µM. actives 0.63% (n = 290,000); note: many of its hits are not listed in these tables
Siah-1 displacement = Siah-1 peptide-binding antagonists, primary screen, biochemical, fluorescence polarization, rhodamine-plectin, uHTS (AID 1817) | Siah-1 / rhodamine-plectin peptide fluorescence polarization; higher % means a stronger effect | one-dose displacement, % at 20 µM; IC50 in µM for titrated hits | actives 0.02% (n = 290,000);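 active = displacement of at least 50% at 20 µM, with a fluorescence ratio check between 0.3 and a set limit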;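 note: plate controls were Siah plus tracer with DMSO for no effect and tracer alone without Siah for full effect; strong numbers were not always called active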
Myeloid diff 2 = myeloid differentiation induction; ER-HoxA9 myeloid progenitors, lysozyme-GFP differentiation, flow cytometry; calls only at 10 µM; actives 1% (n = 360,000); AID 624256;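 active = normalized GFP-positive differentiation at or above the plate's own cutoff, the solvent-only control mean plus 3 SD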;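 note: cells exposed to compound for four days before flow analysis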
Dengue-2 NS5 capping = Dengue-2 NS5 methyltransferase inhibitors, primary screen, biochemical, confirmation dose response (AID 588689); Dengue-2 NS5 methyltransferase capping enzyme assay, biochemical; higher % means a stronger effect; inhibition, % at 25 µM, or IC50 in µM where a hit was titrated; actives 0.3% (n = 340,000); in the data active = a potency from the dose series
XIAP antagonists = XIAP antagonists, biochemical, IAP family, fluorescence polarization (AID 1018); actives 0.007% (n = 200,000); one-dose displacement, % at 20 µM; IC50 in µM for titrated hits; XIAP BIR domain, fluorescence polarization peptide displacement; higher % means a stronger effect; in the data active = displacement above about 50%; note: a part of the inactive calls stands beside numbers as strong as those of hits
Lipid droplet cells 6.5 µM = also measured in Lipid droplet; calls as there; cell count; measured here: cell count, cytotoxicity flag;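 cells counted across two imaged fields per well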
Dengue-2 NS5 capping pilot replicate = second read-out of Dengue-2 NS5 capping, no call of its own (marks repeat the call); inhibition, %; measured here: pilot screen replicate inhibition
Myeloid diff 2 GFP+ MAC1+ % = also measured in Myeloid diff 2; calls as there; GFP+ MAC1+ double positive, %; measured here: differentiation confirmed by MAC1 staining
Numbers without * were called inactive; i = inactive; · = not tested or not shown. Cut-off read from the data, not from the text of the source, unless noted: active = inhibition above about 50%; inactive = the rest. Some of the compounds tested, so the mix of outcomes need not match the whole.

SMILES	Lipid droplet	Lipid droplet cells 6.5 µM	HIV peptide binding	AID2073	LYP inhibition	NOD2 inhibition	Siah-1 displacement	Myeloid diff 2	Myeloid diff 2 GFP+ MAC1+ %	Dengue-2 NS5 capping	XIAP antagonists	others
CN1CCN(c2cc(N3CCCC3)c([N+](=O)[O-])cc2F)CC1	·	·	-2.0%	-2%	-4%	28%	1%	i	0.6	0%	-0.8%
CC/C(=N\Nc1ccccc1)c1c(O)n(-c2ccc(OC)cc2)c(=O)[nH]c1=O	-12	734	-1.8%	0%	-3%	-32%	-4%	i	0.4	-2%	·
O=C(Nc1ccccc1Cl)OC1CN2CCC1CC2 (configuration not stated)	3	741	0.8%	8%	2%	6%	-1%	i	0.4	4%	·
COc1ccc(Oc2c(C)oc3cc(OC(=O)N(C)C)ccc3c2=O)cc1	-39	771	-1.1%	16%	-5%	20%	2%	i	0.4	1%	·
Nc1ccc(C(=O)N/N=C2/CN3CCC2CC3)cc1	-1	738	-1.5%	-8%	-5%	1%	3%	i	7.8	-4%	-4.8%
COc1ccccc1CC(=O)N1CCN(CCc2ccccc2)CC1	-1	833	-1.1%	4%	-9%	-4%	-2%	i	0.2	·	·
Cc1nc2cc(C(F)(F)F)ccc2n1C1CCN(Cc2nnnn2CCc2ccccc2)CC1	-3	674	-2.9%	11%	2%	-5%	2%	i	1.5	-4%	-5.1%
OC(c1ccncc1)(c1ccc(F)cc1)c1ccc(F)cc1	-29	619	-1.1%	-9%	-9%	16%	-2%	i	0.8	-4%	-6.0%
COc1ccc(C2SCC(=O)Nc3c2c(C)nn3-c2ccccc2)cc1OC (configuration not stated)	·	·	-1.3%	-20%	-8%	23%	0%	i	0.9	-1%	-2.7%	Dengue-2 NS5 capping pilot replicate=0.3
O=P(N[C@@H](c1ccccc1)[C@@H]1C[C@H]1CO)(c1ccccc1)c1ccccc1	·	·	2.0%	14%	2%	2%	-1%	i	1.3	-3%	-12%
CCOC(=O)COc1ccc(/C=C2\C(=O)NC(=S)N(c3ccc(OC)cc3)C2=O)cc1OC	23	744	9.0%	-30%	-4%	18%	-1%	i	0.6	-31%	·
c1ccc(CNc2c3c(nc4ccccc24)CCC3)cc1	1	715	-1.5%	10%	-2%	-14%	-12%	i	0.8	-5%	·

Arranged by length of the SMILES (low to high): some entries from above.
SMILES	Lipid droplet	Lipid droplet cells 6.5 µM	HIV peptide binding	AID2073	LYP inhibition	NOD2 inhibition	Siah-1 displacement	Myeloid diff 2	Myeloid diff 2 GFP+ MAC1+ %	Dengue-2 NS5 capping	XIAP antagonists	others
c1ccc(CNc2c3c(nc4ccccc24)CCC3)cc1	1	715	-1.5%	10%	-2%	-14%	-12%	i	0.8	-5%	·
OC(c1ccncc1)(c1ccc(F)cc1)c1ccc(F)cc1	-29	619	-1.1%	-9%	-9%	16%	-2%	i	0.8	-4%	-6.0%
CN1CCN(c2cc(N3CCCC3)c([N+](=O)[O-])cc2F)CC1	·	·	-2.0%	-2%	-4%	28%	1%	i	0.6	0%	-0.8%
COc1ccc(Oc2c(C)oc3cc(OC(=O)N(C)C)ccc3c2=O)cc1	-39	771	-1.1%	16%	-5%	20%	2%	i	0.4	1%	·
Cc1nc2cc(C(F)(F)F)ccc2n1C1CCN(Cc2nnnn2CCc2ccccc2)CC1	-3	674	-2.9%	11%	2%	-5%	2%	i	1.5	-4%	-5.1%
CC/C(=N\Nc1ccccc1)c1c(O)n(-c2ccc(OC)cc2)c(=O)[nH]c1=O	-12	734	-1.8%	0%	-3%	-32%	-4%	i	0.4	-2%	·

(more compounds)
SMILES	Lipid droplet	Lipid droplet cells 6.5 µM	HIV peptide binding	AID2073	LYP inhibition	NOD2 inhibition	Siah-1 displacement	Myeloid diff 2	Myeloid diff 2 GFP+ MAC1+ %	Dengue-2 NS5 capping	XIAP antagonists	others
COc1ccccc1NC(=O)N1C[C@@H]2C[C@@H](C1)c1cccc(=O)n1C2	-2	785	0.7%	-1%	-9%	-6%	-4%	i	1.4	4%	·
c1ccc(C2CN3CCC2CC3)cc1 (configuration not stated)	22	733	-0.4%	6%	-8%	26%	18%	i	2.6	·	·
CCc1nc2ccccc2c(=O)n1-c1cccc(OC)c1	5	720	1.9%	5%	-6%	-5%	-5%	i	1.1	3%	-5.8%
O=C(CSC1c2ccccc2-c2ccccc21)N/N=C/c1ccccc1	-2	762	2.5%	-6%	-1%	8%	4%	i	14	0%	0.3%
COc1ccc(C(C)=O)cc1CC(C(=O)c1ccccc1)N(C)C (configuration not stated)	-18	673	0.8%	15%	-4%	0%	2%	i	0.8	0%	-10%
CN1[C@@H]2CC[C@H]1CC(OC(=O)C1C=Nc3ccccc31)C2 (some centres not stated)	-9	678	1.6%	-7%	-1%	9%	-2%	i	1.3	-2%	-19%
COC(=O)c1cc(C(O)(C(=O)OC)C(F)(F)F)c(/N=C/N(C)C)s1 (configuration not stated)	·	·	1.9%	-5%	-2%	6%	3%	i	5.3	-3%	-3.7%
CN(C)c1ccc([P+](=O)c2ccc(N(C)C)cc2)cc1	11	724	-2.0%	-2%	-6%	8%	1%	i	0.1	-4%	-0.9%
Cc1nn(CC(C)C)c(Cl)c1C(=O)O	32	703	0.7%	-4%	-6%	9%	2%	i	1.1	4%	-7.2%
Cc1cc(/C=C2\C(=O)NC(=O)N(c3ccc(Cl)cc3)C2=O)c(C)n1-c1cccc(C(=O)O)c1	5	833	31%	8%	0%	-14%	-2%	i	0.4	38%	·
CC(C)(C)C(=O)NC1CCSC1=O (configuration not stated)	6	696	-0.1%	17%	-12%	17%	8%	·	·	·	0.1%
O=c1cccc2n1CC1CNCC2C1 (configuration not stated)	13	737	-0.6%	-7%	-8%	2%	2%	i	3.3	-1%	·
CCOc1cc2c(cc1OCC)-n1cccc1C(c1cc(C)c(OC)cc1C)NC2 (configuration not stated)	-29	854	-0.6%	8%	4%	3%	5%	i	0.6	-13%	·
CC(C)CCN1CCN(Cc2c(F)cccc2Cl)CC1CCO (configuration not stated)	0	710	-0.6%	23%	-7%	5%	1%	i	0.5	-5%	-2.6%
CN1CCc2nc3sc(C(=O)NC4CC4)c(N)c3cc2C1	9	663	13%	35%	-1%	12%	4%	i	0.6	22%	-9.2%
Fc1cccc(F)c1CN1CCN(c2ccc(Cl)cc2)CC1	-3	854	-2.2%	20%	-2%	-4%	-2%	i	0.6	-7%	·
CCOC(=O)c1c(C)n(Cc2ccco2)c2ccc(OC)cc12	·	·	0.9%	-3%	-9%	-4%	2%	i	0.7	1%	-3.0%
O=c1c2ccccc2nc(/C=C/c2ccc(O)cc2)n1-c1ccccc1O	-3	652	1.8%	41%	2%	-2%	1%	i	0.5	-17%	·
CCN1CCN(c2ccc(N)c(C)c2)CC1	-10	632	0.0%	-4%	-11%	5%	-4%	i	1.6	5%	-8.9%
OC(Cn1c2ccccc2c2ccccc21)C[n+]1ccccc1 (configuration not stated)	·	·	-3.5%	1%	-3%	18%	2%	i	2.0	-3%	1.7%
Cc1cccc(-n2c(-c3ccc([N+](=O)[O-])cc3)nc3ccccc3c2=O)c1	-8	637	-1.7%	4%	3%	15%	2%	i	0.3	3%	-15%
CC(C)CCn1c(N)c(C(=O)NCc2cccs2)c2nc3ccccc3nc21	·	·	-1.3%	5%	-3%	-3%	-5%	i	5.3	-3%	-4.0%
COc1ccc(Cn2c(O)c(C=Nc3c(C)n(C)n(-c4ccccc4)c3=O)c(=O)[nH]c2=O)cc1	5	806	1.1%	17%	-1%	-24%	16%	i	0.2	-2%	2.5%
CCCC[N+]12CCC(CC1)C(C(=O)c1cccs1)C2 (configuration not stated)	·	·	-3.6%	0%	-6%	11%	2%	i	0.7	-2%	0.2%
C=C1N2CCC(CC2)C1(O)c1ccc(C)cc1 (configuration not stated)	-13	810	-2.5%	0%	-6%	10%	0%	i	1.0	-4%	-4.6%
CC(C)C(=O)c1cn(Cc2ccc(C#N)cc2)c2ccccc12	-22	750	0.5%	7%	1%	-15%	-4%	i	2.0	-6%	2.4%
Cc1cc(OCC(=O)N[C@@H](Cc2ccccc2)C(=O)O)c2c3c(c(=O)oc2c1)CCCC3	-20	797	6.6%	28%	-4%	5%	-1%	i	1.1	-7%	·
CCn1cc(C(=O)N2CCOCC2)c2ccccc21	8	713	-2.2%	-2%	-1%	10%	-2%	i	0.5	-7%	-4.9%
Cc1c(N=Nc2c(O)[nH]c(=O)[nH]c2=O)c(=O)n(-c2ccccc2)n1C	-3	662	3.6%	-14%	6%	-18%	-6%	i	0.2	-2%	-4.7%
CCOC(=O)c1c(N)n(Cc2ccc(OC)cc2)c2nc3ccccc3nc12	·	·	0.0%	14%	-9%	-10%	-2%	·	·	·	0.2%
NC(=O)c1ccc(N=Cc2c(O)n(Cc3ccco3)c(=O)[nH]c2=O)cc1	3	694	13%	42%	-4%	15%	32%	i	0.7	-19%	·
CCn1c(O)c(C=NCc2cccs2)c(=O)[nH]c1=O	14	676	-2.2%	-1%	-1%	5%	2%	i	0.6	1%	-5.6%
Cc1cccc(CCNCc2cc3ccc(C)cc3[nH]c2=O)c1	6	808	-0.8%	5%	-5%	-1%	1%	i	0.4	-9%	·	Dengue-2 NS5 capping pilot replicate=-6.7
Cc1cc(C)c(C2=NOC(O)(C(F)(F)F)C2)c(=O)[nH]1 (configuration not stated)	·	·	0.8%	8%	-6%	8%	6%	i	0.7	8%	-5.4%
Cc1ccccc1N1C(=O)CC(=O)N(c2ccccc2C)C1=O	-21	675	74%	-6%	0%	18%	4%	i	0.5	-19%	-0.4%
Cc1cccc(-n2c(/C=C/c3ccccn3)nc3ccccc3c2=O)c1	-2	777	1.0%	1%	0%	0%	4%	i	0.3	3%	·
O=C1NC(=O)C(=Cc2ccccc2Oc2ccc(F)cc2)C(=O)N1	23	695	5.0%	26%	-4%	1%	7%	i	0.3	38µM*	-0.7%
CCN(CC)S(=O)(=O)c1ccc(NN=C(C#N)C#N)cc1	0	511	2.7%	1%	-2%	-11%	-5%	i	0.9	3%	-10%
CCN(CC)c1ccc(/C=C2/C(=O)NC(=O)N(Cc3ccco3)C2=O)cc1	0	604	84%*	33%	2%	5%	-2%	i	0.1	·	-0.8%
Cc1cc(OC(=O)N(C)C)nc(-c2ccc(C)c(Cl)c2)n1	-4	723	-0.8%	8%	-4%	-13%	8%	i	0.2	12%	·
COC(=O)C[C@]1(C(=O)OC)CN(C#N)N(c2ccc(Cl)cc2)C12c1ccccc1-c1ccccc12	11	664	0.8%	15%	10%	13%	6%	·	·	3%	1.2%
CCC1C(c2ccccc2)NC(c2ccccc2)CC1(O)c1ccc(F)cc1 (configuration not stated)	-21	685	0.6%	11%	-4%	12%	14%	i	0.5	-8%	·
Nc1c2c(nc3sc4c(c13)CCCCC4)CCCC2	-2	672	-0.2%	-3%	-7%	-34%	-5%	i	0.3	1%	-6.4%
Cc1ccc(-c2cc(C(=O)N3CCC4(CC3)OCCO4)no2)cc1	-15	758	2.5%	4%	-1%	-2%	1%	i	1.1	-5%	-6.0%
